NCI-60 one-dose screen, 48 h, at 10 µM unless noted. Numbers give growth in % (100 = growth as untreated, 0 = no growth, -100 = all killed).
A498 = A498 renal cancer cells. actives 5.4% (n = 76,000). AID 1794774
UO-31 = UO-31 renal cancer. actives 5.2% (n = 81,000)
786-0 = 786-0 renal cancer cells. actives 5.1% (n = 81,000)
CAKI-1 = CAKI-1 renal cancer; actives 4.7% (n = 75,000)
SN12C = SN12C renal cancer cells | actives 3.8% (n = 81,000) | AID 1794767
ACHN = ACHN renal cancer. actives 4.9% (n = 81,000)
PC-3 = PC-3 prostate cancer cells. AID 1794754. actives 3.9% (n = 80,000)
RXF 393 = RXF 393 renal cancer cells; actives 6.9% (n = 77,000); AID 1794773
TK-10 = TK-10 renal cancer cells | actives 3.9% (n = 81,000) | AID 1794769
* = called active by the depositor; nt = no result given; & = joins results of further samples. The calls were made as follows: active = growth percent below 10; inactive = the rest. Random draw from the library; overall some 11% were active at least once.

1	O=S(=O)(NCCNc1cc(-c2cn(-c3ccccc3)nc2-c2ccccc2)ccn1)c1ccc(F)cc1
2	O=C(CSc1nccn2nc(-c3ccccc3)cc12)Nc1cc(C(F)(F)F)ccc1Cl
3	COc1ccccc1C1C2=C(CC(C)(C)CC2=O)N(CCc2ccc(S(N)(=O)=O)cc2)C2=C1C(=O)CC(C)(C)C2
4	COc1cccc(/C=C2\SC(=S)N(c3ccccn3)C2=O)c1OC
5	O=C(O)c1ccc(NC(=S)NC(=O)c2ccc(Br)cc2)cc1
6	Cc1cccc(Oc2cc(Oc3cccc(C)c3)c3c(c2)Oc2ccccc2NC3=O)c1

assay / compound	1	2	3	4	5	6
A498	84	68	nt	105	110	nt
UO-31	61	94	91	106	63	48
786-0	81	95	102	107	106	81
CAKI-1	66	92	91	130	82	66
SN12C	93	92	105	107	97	nt
ACHN	93	95	102	101	98	79
PC-3	48	58	104	nt	83	65
RXF 393	75	104	92	119	83	86
TK-10	114	122	112	125	105	85

7	CC(=O)Nc1ccc(NC(=O)Nc2cccc(-c3nc(-c4ccc(NC(=O)c5cccs5)cc4Cl)no3)c2)cc1C(F)(F)F
8	CC(=O)N(c1ccccc1)C1CCC2(C)C(=CCC3C2CCC2(C)C(C(C)CCCC(C)C)CCC32)C1 (configuration not stated)
9	COc1cc(OC)cc(-c2n/c(=C\c3c(O)[nH]c4ccc(Cl)cc34)cc3c2=Nc2ccccc2-3)c1
10	CCC1S/C(=N\N=C(\C)c2cc3cc(Cl)ccc3o2)N(c2ccccc2)C1=O (configuration not stated)
11	CCOC(=O)CSSCC(=O)OCC
12	O=C(CCl)NC1(C(=O)O)CCCC1

assay / compound	7	8	9	10	11	12
A498	-88*	103	94	22	118	103&110
UO-31	14	89	66	145	100	95&87
786-0	-43*	110	39	86	106	105&105
CAKI-1	-73*	102	82	60	98	95&96
SN12C	-64*	95	93	118	103	106&97
ACHN	3.8*	101	81	103	103	104&109
PC-3	-65*	98	69	85	100	104&103
RXF 393	-85*	102	77	131	128	102&82
TK-10	-33*	106	116	88	103	104&97

13	O=C(O)/C=C/C(=O)Nc1cccc(Cn2nnc3cc(Cl)c(Cl)cc32)c1
14	COc1cc(/C=C\c2cccnc2Nc2ccc(Cl)cc2)cc(OC)c1OC
15	CC1=C(C)C(=O)C(Nc2ccc(C)c(C)c2)=C(Br)C1=O
16	O/N=C\CCC/C=N/O
17	CC(C)n1c(O)c(N=NC(=O)c2ccc(S(N)(=O)=O)cc2)c2ccccc21
18	COc1ccc(-c2noc(N)c2-c2cc(OC)c3c(c2OC)OCO3)cc1

assay / compound	13	14	15	16	17	18
A498	108	nt	91	113	81	nt
UO-31	80	60	91	101	83	90
786-0	100	89	105	103	96	99
CAKI-1	95	76	94	nt	90	118
SN12C	104	76	99	102	99	102
ACHN	97	80	102	102	96	102
PC-3	102	nt	85	95	95	92
RXF 393	93	103	88	113	112	105
TK-10	124	116	157	101	96	98

Part of the list above, as tab-separated lines.
entry	SMILES	A498	UO-31	786-0	CAKI-1	SN12C	ACHN	PC-3	RXF 393	TK-10
3	COc1ccccc1C1C2=C(CC(C)(C)CC2=O)N(CCc2ccc(S(N)(=O)=O)cc2)C2=C1C(=O)CC(C)(C)C2	nt	91	102	91	105	102	104	92	112
4	COc1cccc(/C=C2\SC(=S)N(c3ccccn3)C2=O)c1OC	105	106	107	130	107	101	nt	119	125
5	O=C(O)c1ccc(NC(=S)NC(=O)c2ccc(Br)cc2)cc1	110	63	106	82	97	98	83	83	105
6	Cc1cccc(Oc2cc(Oc3cccc(C)c3)c3c(c2)Oc2ccccc2NC3=O)c1	nt	48	81	66	nt	79	65	86	85
7	CC(=O)Nc1ccc(NC(=O)Nc2cccc(-c3nc(-c4ccc(NC(=O)c5cccs5)cc4Cl)no3)c2)cc1C(F)(F)F	-88*	14	-43*	-73*	-64*	3.8*	-65*	-85*	-33*
8	CC(=O)N(c1ccccc1)C1CCC2(C)C(=CCC3C2CCC2(C)C(C(C)CCCC(C)C)CCC32)C1 (configuration not stated)	103	89	110	102	95	101	98	102	106
9	COc1cc(OC)cc(-c2n/c(=C\c3c(O)[nH]c4ccc(Cl)cc34)cc3c2=Nc2ccccc2-3)c1	94	66	39	82	93	81	69	77	116
10	CCC1S/C(=N\N=C(\C)c2cc3cc(Cl)ccc3o2)N(c2ccccc2)C1=O (configuration not stated)	22	145	86	60	118	103	85	131	88
11	CCOC(=O)CSSCC(=O)OCC	118	100	106	98	103	103	100	128	103
12	O=C(CCl)NC1(C(=O)O)CCCC1	103&110	95&87	105&105	95&96	106&97	104&109	104&103	102&82	104&97
13	O=C(O)/C=C/C(=O)Nc1cccc(Cn2nnc3cc(Cl)c(Cl)cc32)c1	108	80	100	95	104	97	102	93	124
14	COc1cc(/C=C\c2cccnc2Nc2ccc(Cl)cc2)cc(OC)c1OC	nt	60	89	76	76	80	nt	103	116
15	CC1=C(C)C(=O)C(Nc2ccc(C)c(C)c2)=C(Br)C1=O	91	91	105	94	99	102	85	88	157

(further entries)
19	O=c1c2ccccc2c2nc3ccc4c(=O)c5ccccc5c5nc6ccc1c2c6c3c45
20	CCCCNC(=O)NS(=O)(=O)c1ccc(N2N=C(c3ccc(C)cc3C)CC2c2ccc(OC)c(OC)c2)cc1 (configuration not stated)
21	Cc1csc(-c2nnn(-c3ccccc3)c2N)n1
22	Cc1c(NC2CCC(=O)N2)c(=O)n(-c2ccccc2)n1C (configuration not stated)
23	CCCCCC(=O)OCC(COC(=O)CCCCC)OC(=O)CCCCC
24	CCC(=O)Oc1cc2c(cc1[N+](=O)[O-])OCO2

assay / compound	19	20	21	22	23	24
A498	105	111	94	nt	107	85
UO-31	70	78	91	97	97	86
786-0	116	94	97	102	99	101
CAKI-1	112	90	88	104	100	99
SN12C	94	91	101	103	101	93
ACHN	98	95	96	103	113	94
PC-3	92	62	90	107	107	91
RXF 393	106	97	105	117	112	99
TK-10	130	106	96	97	95	88

25	CC(=O)OC[C@@]1(C)C2CC[C@]3(C)C(CC=C4C5CC(C)(C)CC[C@]5(C(=O)Nc5cccc(C)c5)CC[C@]43C)[C@@]2(C)C[C@@H](OC(C)=O)[C@@H]1OC(C)=O (some centres not stated)
26	O=C(NCc1ccncc1)C1(c2ccccc2)CCCCC1
27	CC(=O)Nc1ccc(Sc2ccc([N+](=O)[O-])o2)cc1
28	Cc1cccc(/C=C/c2ccc(NC(=S)NCCCCN(C)C)cc2)c1
29	CCOC(=O)/C(C)=C\c1ccc(OC)c(OC)c1
30	NC(=O)C[n+]1ccccc1

assay / compound	25	26	27	28	29	30
A498	60	116	120	-84*	96	101
UO-31	37	101	24	-93*	95	96
786-0	53	109	51	-57*	96	102
CAKI-1	42	112	nt	-90*	96	nt
SN12C	nt	106	54	-84*	104	nt
ACHN	39	113	-28*	-100*	103	nt
PC-3	29	89	59	-40*	97	95
RXF 393	85	203	-57*	-92*	112	108
TK-10	53	111	65	-90*	104	90

31	CNC(=O)NCC1OC(n2cnc3c(NC(=O)Nc4ccccc4)ncnc32)C2OC(=O)CC12 (configuration not stated)
32	O=C1Nc2ccc(Cl)cc2/C1=C/C(=O)c1cc2ccccc2oc1=O
33	c1ccc(/C(=N\Nc2ccc3ccccc3n2)c2ccccn2)cc1
34	COc1cccc(/C(N)=N/C(N)=N/c2nc3ccccc3s2)c1
35	COc1cccc(/C=C/C(=O)C(C)(C)C)c1
36	O=C(NO)c1ccc(CNC(=O)[C@H]2Cc3c([nH]c4ccccc34)[C@H](c3ccc(Cl)cc3)N2)cc1

assay / compound	31	32	33	34	35	36
A498	94	161	-47*	93	92	-6.6*
UO-31	64	61	14	77	93	22
786-0	98	104	-36*	97	104	23
CAKI-1	100	91	-2.9*	66	103	29
SN12C	113	98	18	66	93	15
ACHN	95	73	0.2*	78	107	29
PC-3	100	88	19	61	92	21
RXF 393	-23*	91	nt	101	105	nt
TK-10	99	120	nt	182	101	4.2*

37	Cc1cc2nc(CC(=O)c3ccccc3)c(=O)[nH]c2cc1C
38	COc1cc(Cn2c(SCCC(=O)Nc3ccc(S(N)(=O)=O)cc3)nc3ccccc3c2=O)cc(OC)c1OC
39	COc1cc(OC)c([C@@H]2Nc3cc(-c4cc(OC)c(OC)c(OC)c4)ccc3O[C@H]2CO)c(OC)c1
40	CC(=O)Oc1ccccc1C(=O)Oc1ccc(C(=O)/C=C/c2ccccc2)cc1
41	CCOC(=O)N(CCCCCCNC(c1ccccc1)S(=O)(=O)O)c1ccccc1 (configuration not stated)
42	CCOC(=O)c1cnc2c(cnn2CC)c1NN=C(C)C

assay / compound	37	38	39	40	41	42
A498	127	112	95	73	88	68
UO-31	nt	69	78	94	86	68
786-0	98	97	92	94	nt	87
CAKI-1	76	94	nt	110	96	100
SN12C	94	85	97	104	98	105
ACHN	94	83	94	103	114	84
PC-3	88	81	90	115	87	98
RXF 393	101	96	91	102	102	nt
TK-10	149	102	101	nt	109	87

43	O=C(/C=C/c1cccs1)Nc1ncc(Cc2ccc(Cl)c(Cl)c2)s1
44	O=c1cc(C2NCCc3c2[nH]c2ccccc32)c2c(ccc3ccccc32)o1 (configuration not stated)
45	COc1ccc(CC#N)cc1OC
46	C=C(C)[C@@H]1CC[C@]2(COC)CC[C@]3(C)[C@H](CC[C@@H]4[C@@]5(C)CCCNC(C)(C)[C@@H]5CC[C@]43C)[C@@H]12
47	O=C(N/N=C/c1ccc2ccccc2n1)c1ccc(OCc2nc3ccc(Cl)cc3[nH]2)cc1
48	COc1ccc(/C=C/C(=O)c2ccc(NS(=O)(=O)c3c(O)c4cc(Cl)ccc4oc3=O)cc2)cc1

assay / compound	43	44	45	46	47	48
A498	57	46	90	62	128	85
UO-31	50	26	86	61	70	56
786-0	75	59	101	31	95	93
CAKI-1	24	16	92	19	89	95
SN12C	80	88	106	74	97	84
ACHN	36	32	100	67	96	90
PC-3	78	56	104	39	90	72
RXF 393	73	44	107	-4.4*	87	nt
TK-10	62	72	89	80	114	103

49	NS(=O)(=O)Oc1ccc2c(C(=O)c3ccc(OCCN4CCCCC4)cc3)c(-c3ccc(O)cc3)sc2c1
50	CCCCCCCCCCC/C=C\C[C@H](O)C/C=C1/C(=O)C=C[C@@H]1C/C=C\CCCC(=O)OC
51	COC(=O)c1ccc(Cn2cnc3c(N)ncnc32)cc1
52	CC(=O)Oc1cccc2c(OC(C)=O)cccc12
53	CN1CCN(Cc2occc(=O)c2O)CCN(C)CCN(Cc2occc(=O)c2O)CC1
54	O=C(Nc1ccc(F)cc1)c1c(NC(=O)C(F)(F)F)sc2c1CCCCC2
55	CCCCN(CCCC)c1ccc(C(=N)c2ccc(N(C)C)cc2)cc1

assay / compound	49	50	51	52	53	54	55
A498	59	100	104	112	13&96	-57*	9.8*
UO-31	75	-63*	90	85	67&92	-0.3*	nt
786-0	90	-3.3*	114	110	50&93	-10*	-84*
CAKI-1	77	14	103	112	42&100	-19*	-29*
SN12C	92	-25*	102	101	83&88	2.1*	-30*
ACHN	100	-20*	101	97	94&106	1.6*	-2.7*
PC-3	96	-20*	111	87	36&80	3.3*	-15*
RXF 393	104	-73*	102	117	73&97	nt	-75*
TK-10	92	0.1*	86	95	65&100	16	-5.6*

From PubChem BioAssay
